S3 lipid droplet: qHTS Assay for Lipid Storage Modulators in Drosophila S3 Cells | Drosophila S3 cells, BODIPY lipid droplet fluorescence, 18-24 h; cells fed with added oleic acid | Potency in µM for hits, for the others lipid storage change, negative = inhibition, % at the top dose, mostly 46.1 µM | hit rate 0.64% among 320,000 | AID 2685; active means well fitted inhibition curve with a large enough effect in the signal ratio, with a control signal flat, not every such curve was filed as active; inconclusive means small, poorly fitted or top-dose-only effect, or effect the other way, or a change in a side signal; the % refers to the signal ratio
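Laser-scanning cytometry quantifies lipid droplet accumulation (500–530 nm total intensity; droplet/cell object ratio) in oleic acid-fed (400 uM added) Drosophila S3 cells treated with a concentration series. 20 uM Triacsin C defined 100% inhibition.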
S3 lipid droplet cell count max: also measured in S3 lipid droplet; calls as there; cell number change, %; measured here: cell count max response;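 cells counted by Cell Tracker Red CMTPX staining in the red channel; peak over a dose series mostly up to 46.1 µM; percent activity relative to internal control wells on each plate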
The depositor's hits bear a star; i = inactive; ? = inconclusive; . = no result given; [ ] = remark or other dose. On the % scale 0 is the no-effect control and ±100 the full control effect; potency means the concentration at half of the fitted maximal effect. Some of the compounds tested; the hit share may differ from the screen's.

Compound	S3 lipid droplet	S3 lipid droplet cell count max
NC(=O)CC(NC(=O)Cc1cccc2ccccc12)c1ccc(NCc2cc(F)ccc2F)c([N+](=O)[O-])c1 (stereo not drawn)	-4%	-2
O=C(O)c1cccc(NC(=O)C23CC4CC(C2)CC(n2cnc(Cl)n2)(C4)C3)c1	?	.
COc1ccc(NC(=O)C(c2ccccc2)N(C)C(=O)c2cnccn2)cc1 (stereo not drawn)	?	.
CC(C)CNS(=O)(=O)c1ccc(NC(=O)Cn2nc(-c3ccc(F)cc3)ccc2=O)cc1	?	.
C=CCOC(=O)C1=C[C@H](c2coc3ccccc3c2=O)[C@@H](CCCO)[C@H](OCC)O1	?	.
O=C(CCN1C(=O)[C@@H]2Cc3ccccc3CN2C1=O)NCc1ccccc1Cl	?	.
N=c1n(CCN2CCCC2)c2ccccc2n1CC(O)c1ccco1 (stereo not drawn)	23µM*	7.5*
CCn1c(SCC(=O)NCc2ccc3c(c2)OCO3)nnc1-c1ccco1	?	.
CCCn1nnnc1SCC(=O)N1CCCC1	-17%	-7
O=C(Nc1cccc(C(=O)O)c1)/C(=C\C=C\c1ccccc1)NC(=O)c1ccccc1	?	.
COc1ccc(/C=N/NC(=O)CNC(=O)/C=C/c2ccccc2OC)cc1	?	.
CC1(C)Cc2c(sc(NC(=O)c3ccccc3)c2C(=O)O)CO1	-5%	-10
CC(C)N1CCN(c2ccc(OC[C@H]3CO[C@](Cn4cncn4)(c4ccc(Cl)cc4Cl)O3)cc2)CC1	22%	30
CCOc1cc(NC(=O)c2ccccn2)c(OCC)cc1NC(=O)c1cccc(C)c1	-10%[9.22 µM]	-17
Cc1ccc(S(=O)(=O)N2CCN=C2c2ccccc2)cc1C	?	.
CCOC(=O)C1CCN(C(=O)CCC(=O)NNc2nc3ccccc3c3nc(C)nn23)CC1	i	-1
O=S(=O)(c1ccc2oc(=S)[nH]c2c1)N1CCCCC1	-15%	-8
CC(C)C[C@H](NC(=O)c1nc[nH]c1C(=O)N1CCNCC1)C(=O)OCc1ccccc1	?	.
O=C(O)c1cccc(S(=O)(=O)Nc2ccccc2-c2ccccc2)c1	?	.
O=C(CSc1nnnn1-c1cccc2ccccc12)Nc1ccc(N2CCOCC2)c(Cl)c1	?	.
CCOc1ccc(CCNC(=O)COC(=O)C2CCN(S(=O)(=O)c3ccc(C)c(C)c3)CC2)cc1OCC	?	.
C=CCN(c1ccc(C(=O)Nc2ccc3c(c2)OCO3)cc1)S(C)(=O)=O	6%	3
Cc1ccc(C(=O)O/N=C(\c2ccccc2)c2ccncc2)cc1	?	.
O=C(NCc1ccc(F)cc1)c1noc2c1CCCCC2	?	.
OC1CCN(c2c3c(nc4cc(-c5ccc(Cl)cc5)nn24)CCC3)CC1	1%	-7
COc1cccc(NC(=O)CN(C)CC(=O)Nc2ccc(C)c([N+](=O)[O-])c2)c1	?	.
CCOC(=O)c1c(C)[nH]c(C(=O)OCC(=O)NCc2ccc(OC)c(OC)c2)c1C	?	.
CCn1c(=O)c(C(=O)Nc2ccccc2S(N)(=O)=O)c(O)c2ccccc21	19%	-1
Cc1nnc(SCc2nnc(-c3ccc(Cl)cc3)o2)n1-c1ccccc1	?	.
COc1ccc(CC(=O)N2N=C(C)CC2(O)c2cccnc2)cc1 (stereo not drawn)	?	.
O=C(/C=C/c1cccc(Br)c1)NCC1CCCCC1	-1%	2
CC(=O)[C@@H]1[C@@H]2C(=O)N(c3ccccc3F)C(=O)[C@@H]2[C@H]2c3ccccc3C=NN12	0%	3
C=CCN(c1cccc(C(F)(F)F)c1)S(=O)(=O)c1cccc(C(=O)OCC(=O)NC)c1	1%	-11
Cc1ccc(CN(C)C(=O)COC(=O)CSc2ccc([N+](=O)[O-])cc2)cc1	?	.
COc1ccc(CCNC(=O)CCc2cc(OC)c(OC)c(OC)c2)cc1OC	-20%	-14
Cc1nonc1OCCn1nnnc1N	?	.
CCc1ccccc1NC(=O)Cn1nc(C(F)(F)F)cc1C1CC1	12%	-7
CCN(CC)S(=O)(=O)c1ccc(C(=O)Nc2cccc(C)c2)cc1	?	.
O=C(CCS(=O)(=O)c1ccccc1)N1CCN(c2ccccc2)CC1	?	.
CCCCS(=O)CC(O)COc1ccc(C(C)(C)C)cc1 (stereo not drawn)	?	.
CCN(CC)c1ccc(/C=N/N2CCN(Cc3ccccc3Cl)CC2)cc1	?	.
CC(=O)c1ccc(NC(=O)c2ccc(S(=O)(=O)c3ccccc3)cc2)cc1	-6%	4
Cc1cccc(C)c1NC(=O)CN(C)C(=O)c1ccc(COc2ccccc2)cc1	13%	15
COc1ccc(N2C(=O)[C@@H]3[C@H](C2=O)[C@H]2c4ccccc4C=CN2[C@@H]3C(C)=O)cc1	-7%	-7
CCOC(=O)c1cnc2c(Cl)cccc2c1NCCN(C)C	?	.
COc1ccc(Br)c(-c2nnc(CS(=O)(=O)c3ccccc3)o2)c1	?	.
COc1ccc(CC(=O)Nc2ccc(C)c(S(=O)(=O)N3CCCCCC3)c2)cc1	-27%	-3
COc1cccc(/C=N/NC(=O)CC(=O)NCCc2ccccc2)c1OC	?	.
O=C(Cc1ccc(-c2ccccc2)cc1)NCCN1CCOCC1	?	.
Cc1cc(C)cc(N(CC(=O)NC2CCCC2)C(=O)CNC(=O)c2ccco2)c1	?	.

Remaining list, next part
Compound	S3 lipid droplet	S3 lipid droplet cell count max
COC(=O)c1c(NC(=O)c2ccccc2)sc(C(=O)c2ccccc2)c1C	-1%	9
O=C(NCCOCCNC(=O)OCc1ccccc1)OCc1ccccc1	?	.
CCc1ccc(CN(C)Cc2nc(Cc3cccc(C(F)(F)F)c3)no2)nc1	7%	7
NC(=O)Cc1nc2scc(-c3ccc(Cl)cc3)c2c(=O)[nH]1	?	.
O=C(O)c1ccc(NCc2cccnc2)cc1	?	.
Cc1oc2c(c(C)cc3oc(=O)c(CC(=O)N[C@H](C(=O)O)C(C)C)c(C)c32)c1C	17%	.
Cc1c(C(=O)Nc2cccc(Cl)c2)oc2ccc(S(=O)(=O)N3CCC4(CC3)OCCO4)cc12	?	.
O=C(Nc1nc(-c2ccc3c(c2)OCO3)cs1)C1CC1	?	.
COc1ccccc1-n1c(C)nnc1SCC(=O)NCc1ccccc1	-3%	-12
Cc1cc(OCC(=O)NNC(=O)c2cccs2)ccc1Br	?	.
Cc1ccc(NC(=O)NC2CC(=O)N(c3ccc4c(c3)OCCO4)C2)c(C)c1 (stereo not drawn)	?	.
COc1ccc(NC(=O)N2CCCC2C(=O)NCCc2ccccc2)cc1 (stereo not drawn)	?	.
Cc1sc2nc(CSCC(=O)N(C)c3ccccc3)[nH]c(=O)c2c1C	5%	4
CC(=O)OCCN(CCCn1c(-c2ccncc2)nc2ccccc21)c1nc(-c2ccc(C)cc2)cs1	?	.
CCOc1cc2[nH]c(=S)n(CCC(=O)NCc3ccc(OC)cc3)c(=O)c2cc1OCC	7%	2
CCOC(=O)N1CCC(NC(=O)c2ccc(CS(=O)(=O)c3ccc(OC)cc3)o2)CC1	?	.
COCC1CCN(Cc2cn[nH]c2-c2cc3ccccc3o2)C1 (stereo not drawn)	15%	3
CC(=O)Nc1ccccc1C(=O)C(=O)Nc1ccc(C(=O)NCC2CCCO2)cc1 (stereo not drawn)	?	.
O=C(N/N=C/c1cccc(O)c1)c1ccc(COc2cccc3cccnc23)cc1	?	.
CCn1cnc2c1c(=O)n(CC(=O)Nc1ccc(C(N)=O)cc1)c(=O)n2Cc1ccccc1	7%	-5
CCC(=O)Nc1cc(C(=O)O)ccc1Sc1ccccc1	1%	11
O=C(NCCSC1CCCCC1)c1ccccc1	?	.
COc1ccccc1OCC(=O)N1CCNC1=O	-14%	-2
CC1CN(CN2C(=O)c3ccccc3C2=O)CC(C)O1 (stereo not drawn)	?	.
O=C(O)c1ccc(NC(CSCc2cccc(F)c2)C(=O)O)c([N+](=O)[O-])c1 (stereo not drawn)	?	.

Four structures out of the list, sorted by heavy-atom count, largest number first:
Compound	S3 lipid droplet	S3 lipid droplet cell count max
COc1ccc(NC(=O)N2CCCC2C(=O)NCCc2ccccc2)cc1 (stereo not drawn)	?	.
COc1ccccc1-n1c(C)nnc1SCC(=O)NCc1ccccc1	-3%	-12
Cc1sc2nc(CSCC(=O)N(C)c3ccccc3)[nH]c(=O)c2c1C	5%	4
CCC(=O)Nc1cc(C(=O)O)ccc1Sc1ccccc1	1%	11

Individual results from the entries so far.
Cc1sc2nc(CSCC(=O)N(C)c3ccccc3)[nH]c(=O)c2c1C – S3 lipid droplet = 5%
CCn1cnc2c1c(=O)n(CC(=O)Nc1ccc(C(N)=O)cc1)c(=O)n2Cc1ccccc1 – S3 lipid droplet = 7%

(next part)
Compound	S3 lipid droplet	S3 lipid droplet cell count max
CCCN(CCC)S(=O)(=O)c1ccc(N2CCCC2=O)c([N+](=O)[O-])c1	?	.
CCOC(=O)C1CCCN(C(=O)c2cc(-c3ccccc3)on2)C1 (stereo not drawn)	?	.
Cc1ccc(OCC(=O)Sc2ccc(C)cc2)cc1	i	.
CC(C)c1onc(C(=O)NCc2ccccn2)c1[N+](=O)[O-]	?	.
COc1cc(-c2nc3n(n2)C(c2cccc(OC)c2OC)C2=C(CCCC2=O)N3)cc(OC)c1OC (stereo not drawn)	?	.
CCN(CC)c1ccc2c(c1)OC(N)=C(C#N)C2c1cccnc1 (stereo not drawn)	?	.
Nc1ccc(OCc2ccco2)cc1	2%	-23
CCC(=O)Nc1nnc(S(=O)(=O)N2CCCc3ccccc32)s1	-6%	-10
O=C(CCN1C(=O)/C(=C\c2ccccc2Cl)SC1=S)Nc1cccnc1	?	.
Cc1csc(NC(=O)c2c(-c3ccccc3)noc2C)n1	?	.
COc1ccc(C)cc1-n1nnnc1SCC(=O)NC1CCS(=O)(=O)C1 (stereo not drawn)	?	.
O=C(CCN1C(=O)C2C3C=CC(C4CC34)C2C1=O)Oc1ccc(Br)cc1 (stereo not drawn)	?	.
Cc1ccc(NC(=O)NN2CCN(C)CC2)cc1C	?	.
CCN(CC)C(=O)c1sc2[nH]c(=S)n(-c3ccccc3)c(=O)c2c1C	-4%	-14
COC(=O)COC(=O)c1ccc(Oc2nc(OC)nc(N(C)C)n2)cc1	?	.
CC1CCCN(C(=O)CSCC(=O)Nc2nc(-c3cccs3)cs2)C1 (stereo not drawn)	?	.
COCCNC(=O)NC(=O)COC(=O)c1ccc2[nH]c3c(c2c1)CCCC3	?	.
C=CCCOc1ccccc1C(N)=O	?	.
CNC(=O)N1CCC(C(=O)c2c(C)c(C)c(C)c(C)c2C)CC1	?	.
Cc1cccc(NC2=NC(=S)N(CC#N)C23CCCCC3)c1	-1%	17
Cc1ccccc1NS(=O)(=O)c1cc(OCC(N)=O)c(C)cc1Cl	-4%	23
O=C(NC1CC(=O)c2sccc21)c1ccc(Cl)cc1Cl (stereo not drawn)	?	.
O=C(Cn1c(=O)oc2ccccc21)N1CCCCC1	-1%	-14
COC(=O)c1ccc([C@H]2C=C(C(=O)O)O[C@@H](OCc3ccc(CO)cc3)C2)cc1	?	.
COc1ccc2nc(SCC(=O)NC3(C#N)CCCCC3)[nH]c2c1	i	-9
Cc1cccc(NC(=O)Cn2c(=O)oc3ccccc32)c1	?	.
CC(=O)Nc1ccc(S(=O)(=O)NNC(=O)COc2ccc(C(C)(C)C)cc2)cc1	?	.
O=C(Nc1nc(-c2ccc3c(c2)OCO3)cs1)C1COc2ccccc2O1 (stereo not drawn)	i	.
Cc1cc(C)c(-c2csc(NC(=O)CCCc3nc4ccccc4c(=O)[nH]3)n2)c(C)c1	?	.
O=C(Cn1c(=O)oc2ccccc21)N1CCN(c2ccccc2)CC1	i	.
CC(CC(=O)O)C(=O)c1ccc(Cl)c([N+](=O)[O-])c1 (stereo not drawn)	?	.
CCCn1c(SCc2ccc(C(=O)OC)o2)nc2ccccc2c1=O	?	.
COc1ccc(CN(C(=O)c2ccc(C)cc2)c2cccc(N)c2)cc1	?	.
CCCC(=O)Nc1nnc(SCC(=O)Nc2nc(C)cs2)s1	?	.
CCCCn1c(=O)nc2n(-c3ccccc3)c3ccccc3cc-2c1=O	-6%	-16
COC(=O)c1ccc(/C=N/NC(=O)CNc2cccc(C)c2)cc1	14%	5
O=C(c1ccc(Cl)cc1Cl)N1CCc2ccccc21	-9%	9

Another view of some results above.
> Cc1cccc(NC(=O)Cn2c(=O)oc3ccccc32)c1
  S3 lipid droplet: ?
  S3 lipid droplet cell count max: .
> CC(=O)Nc1ccc(S(=O)(=O)NNC(=O)COc2ccc(C(C)(C)C)cc2)cc1
  S3 lipid droplet: ?
  S3 lipid droplet cell count max: .
> O=C(Nc1nc(-c2ccc3c(c2)OCO3)cs1)C1COc2ccccc2O1 (stereo not drawn)
  S3 lipid droplet: i
  S3 lipid droplet cell count max: .
